# Assay outcomes from PubChem BioAssay.
# RECQ1 helicase: RECQ1 (human) helicase inhibition. P46063. RECQ1 DNA unwinding, red fluorescence kinetic read. Potency, µM (top dose mostly 57.3 µM), without a hit: top-dose activity, negative = inhibition, usual class: inhibitors. actives 0.54% (n = 240,000);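 also: plate controls were vehicle for no effect and no enzyme for full effect; nearly all actives have a fitted effect of over 30% in size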
# Target sequence (P46063 whole entry, looked up): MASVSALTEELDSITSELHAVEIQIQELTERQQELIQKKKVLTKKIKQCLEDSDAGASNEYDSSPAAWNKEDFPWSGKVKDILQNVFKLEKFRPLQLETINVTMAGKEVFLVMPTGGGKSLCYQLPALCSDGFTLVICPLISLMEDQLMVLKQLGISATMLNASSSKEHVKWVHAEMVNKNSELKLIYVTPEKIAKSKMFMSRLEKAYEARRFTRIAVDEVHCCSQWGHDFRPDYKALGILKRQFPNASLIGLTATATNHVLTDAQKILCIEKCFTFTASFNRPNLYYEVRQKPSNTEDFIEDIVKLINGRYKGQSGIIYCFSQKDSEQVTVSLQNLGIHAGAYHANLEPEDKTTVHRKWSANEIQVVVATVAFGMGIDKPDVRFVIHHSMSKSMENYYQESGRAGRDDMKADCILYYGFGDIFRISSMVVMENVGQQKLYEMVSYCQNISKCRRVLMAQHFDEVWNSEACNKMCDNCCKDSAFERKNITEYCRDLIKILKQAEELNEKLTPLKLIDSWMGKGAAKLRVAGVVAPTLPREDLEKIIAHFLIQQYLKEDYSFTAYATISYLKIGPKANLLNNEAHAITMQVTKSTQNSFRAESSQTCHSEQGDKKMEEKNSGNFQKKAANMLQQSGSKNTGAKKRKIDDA
#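 50 nM RECQ1T1 preincubated 15 min with compound in Tris pH 8.0 buffer with MgCl2, DTT, Tween-20 and 2.5 ug/ml poly(dI-dC); started with 200 nM TAMRA/BHQ-2 forked duplex and 2 mM ATP. Unwinding read as fluorescence (525/598 nm), two reads 2 h apart.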
# IMPase Li inh: IMPase inhibition in cells with lithium potentiation. CHO-M1 cells, IP1 TR-FRET (IP-One), carbachol + lithium. actives 0.35% (n = 210,000). Potency, µM (series often up to 59.4 µM), for the others: at the highest dose activity, negative = IMPase inhibition, most hits filed as inhibitors;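 also: IP1 builds up when IMPase is blocked and the TR-FRET signal falls; plate controls were basal vehicle for no effect and high inhibitor control for full effect; nearly all actives have a fitted effect of over 50% in size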
#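 CHO-M1, 2000 cells/well, 16–30 h culture; cpd + low Li+, 30 min 37C; lysis with d2-IP1/Eu-anti-IP1 Ab, 10 min RT; TR-FRET 665/620 ratio and 620 channel; AC50 via Hill.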
# NPSR antagonist: antagonists of human neuropeptide S receptor cAMP signaling. Q6W5P4. CHO-NPSR cells, cAMP TR-FRET, antagonist mode. Potency, µM (top dose mostly 38.3 µM), for the others: top-dose activity change, negative = inhibition, most hits filed as inhibitors. actives 1% (n = 220,000); also: % is scaled to controls: 0 for no effect and ±100 for the full control effect; nearly all actives have a fitted effect of over 50% in size; many of its hits are not listed in these tables
# RGS12 GoLoco inh: blocks human Gai1 binding to RGS12 GoLoco peptide, red readout. P63096. Gai1:RGS12 GoLoco peptide FP, rhodamine, 10 min. Potency, µM (highest dose often 61.6 µM), for the others: at the highest dose activity, negative = inhibition, actives largely listed as inhibitors. actives 0.44% (n = 230,000); active = well fitted inhibition curve with a large enough effect, not every such curve was filed as active; inactive = no such curve, though single readings can be large or run the other way; also: % is scaled to controls: 0 for no effect and ±100 for the full control effect; nearly all actives have a fitted effect of over 30% in size; many of its hits are not listed in these tables
# Target sequence (P63096 whole entry, looked up): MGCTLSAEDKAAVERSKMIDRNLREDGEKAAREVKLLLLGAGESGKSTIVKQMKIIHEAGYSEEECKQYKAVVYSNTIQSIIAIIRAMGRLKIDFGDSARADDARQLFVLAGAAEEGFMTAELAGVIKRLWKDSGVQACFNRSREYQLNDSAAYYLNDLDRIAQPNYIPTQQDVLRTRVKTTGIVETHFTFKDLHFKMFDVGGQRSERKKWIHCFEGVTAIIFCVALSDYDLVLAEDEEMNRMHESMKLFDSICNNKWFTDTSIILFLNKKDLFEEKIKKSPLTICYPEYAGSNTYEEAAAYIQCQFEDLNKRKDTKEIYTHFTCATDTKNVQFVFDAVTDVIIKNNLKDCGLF
# Epigenetic derep: epigenetic control regulation, reporter derepression; AID 1865; murine LDR cells, GFP reporter derepression, 30 h; actives 0.2% (n = 280,000); Potency, µM (doses to about 53.9 µM), inactives show at the highest dose GFP activation, most hits filed as activators; also: % of control where 0% means no effect; nearly all actives have a fitted effect of over 60% in size
#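 Murine LDR cells bearing a silenced CMV-driven GFP reporter were exposed to compound for 30 h at 37 C. After PBS washes, GFP-positive cells (20-120 um objects) counted by laser-scanning microplate cytometry.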
# KinaseGlo FLuc: blocks Kinase-Glo luciferase, a counter-screen artifact. Kinase-Glo luciferase, ATP luminescence, 8 min. Potency, µM (top dose mostly 38.3 µM), for inactives: top-dose activity change, negative = inhibition, most hits filed as inhibitors. actives 0.28% (n = 200,000). AID 1379; also: % is scaled to controls: 0 for no effect and ±100 for the full control effect; nearly all actives have a fitted effect of over 60% in size
#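 Recombinant Kinase-Glo luciferase, 10 uM ATP (linear range), luciferin; imidazole pH 7.2 / KCl / MgCl2 / Tween / BSA buffer; 8 min RT; luminescence.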
# SMN2 splice enh: SMN2 splice variant enhancement; HEK293 SMN2-luciferase splicing reporter, luminescence, 30-36 h; Potency, µM (top dose mostly 46.1 µM), inactives show at the top dose activity change, positive = activation, actives largely listed as activators; actives 2.8% (n = 210,000); AID 1458; also: % of control where 0% means no effect; nearly all actives have a fitted effect of over 55% in size
#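 HEK293 cells carry an SMN2 […]–luciferase reporter in which exon 7 inclusion puts luciferase in frame. Cells were plated 10-12 h before compound addition, then incubated 30-36 h at 37C. ONE-Glo luminescence was read; sodium butyrate at 4.5 mM final served as control.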
# JMJD2E inh: JMJD2E (human) inhibition. B2RXH2. AID 2147. Potency, µM (series often up to 57.1 µM), for the others: at the highest dose activity change, negative = inhibition, hits mostly inhibitors. actives 1.6% (n = 230,000). JMJD2E catalytic domain, FDH-coupled NADH fluorescence (FDH is formaldehyde dehydrogenase); active = well fitted inhibition curve with a large enough effect, not every such curve was filed as active; inconclusive = small, poorly fitted or top-dose-only effect, or another doubt; inactive = no such curve, though single readings can be large or run the other way;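 also: 0% = wells with enzyme and -100% = buffer wells without enzyme; nearly all actives have a fitted effect of over 50% in size; many of its hits are not listed in these tables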
# Active calls of the source: *; i = inactive; u = inconclusive; x = not tested or not shown; & = joins results of further samples; ! = a repeat was not active; [ ] = dose if it differs, or a comment. Unless noted, calls follow the shape of the dose curve; as a rule, active = well fitted curve in the direction sought with a large enough effect; inconclusive = small, poorly fitted or top-dose-only effect, or another doubt; inactive = no such curve, though single readings can be large; an effect the other way counts as inactive or inconclusive. Potency is read from the fitted curve at half-maximal effect. This is a subset (hit frequency here may not be typical).
molecule	RGS12 GoLoco inh	Epigenetic derep	IMPase Li inh	JMJD2E inh	KinaseGlo FLuc	NPSR antagonist	RECQ1 helicase	SMN2 splice enh
COc1ccc(NC(=O)Cn2nnc3ccccc32)c([N+](=O)[O-])c1	-2%	-3.0%	4%	1%	0%	-1%	i	-32%[inhibitor]
COCCSc1nc2sc3c(c2c(=O)n1-c1ccccc1)CCN(C)C3	36%[activator]	-1.0%	9%[38.3 µM]	u	-3%	-7%[46.1 µM]	i	2%
Cc1ccc(CN2C(=O)CSC2c2cccnc2)cc1 (stereo not given)	5%	-3.2%	x	4%	x	-12%	7%	x
CCOc1cc(S(=O)(=O)Nc2ccccc2CC)ccc1Cl	-11%	5.9%	5%[38.3 µM]	-7%	-4%	u	i	4%
O=C(N/N=C/c1ccncc1)c1cc2c(ccc3ccccc32)o1	1%	-1.4%	-7%[38.3 µM]	u	-2%	-7%[46.1 µM]	-15%	-10%
CC(=O)N1N=C(c2ccccc2OC(=O)/C=C/c2ccccc2)CC1c1ccccc1 (stereo not given)	-11%	-1.7%	x	-5%	x	-22%	2%	x
COc1cccc(N2CCN(C(=O)CCNS(=O)(=O)c3ccc4c(c3)c(=O)n(C)c(=O)n4C)CC2)c1	2%	-1.2%	4%	6%	2%	-16%	i	-38%
CN(C)C(=O)c1ccc(-c2nc(NCc3cccs3)c3ccccc3n2)cc1	10%	-0.8%	7%	-25%	-5%	x	-2%	20%
Cc1nc2ccccn2c1-c1nnco1	7%	1.3%	4%[38.3 µM]	u	-1%	12%[7.67 µM]	7%	-1%
COc1ccccc1N1CCN(C(=O)CSc2nc(C)c(Cc3ccccc3)c(=O)[nH]2)CC1	4%	-5.9%	0%[38.3 µM]	9%	3%	-23%[46.1 µM]	-7%	-38%[inhibitor]
Cc1cc(/C=C(/C#N)C(=O)O)c(C)n1CCC(C)C	8%	1.3%	3%	u	0%	-15%	-4%	-13%
O=C(NCc1ccccc1)c1cc(-c2cccs2)on1	-9%	0.0%	6%[38.3 µM]	-4%	-2%	u	i	6%

# Five successive compounds from above, quoted:
molecule	RGS12 GoLoco inh	Epigenetic derep	IMPase Li inh	JMJD2E inh	KinaseGlo FLuc	NPSR antagonist	RECQ1 helicase	SMN2 splice enh
CN(C)C(=O)c1ccc(-c2nc(NCc3cccs3)c3ccccc3n2)cc1	10%	-0.8%	7%	-25%	-5%	x	-2%	20%
Cc1nc2ccccn2c1-c1nnco1	7%	1.3%	4%[38.3 µM]	u	-1%	12%[7.67 µM]	7%	-1%
COc1ccccc1N1CCN(C(=O)CSc2nc(C)c(Cc3ccccc3)c(=O)[nH]2)CC1	4%	-5.9%	0%[38.3 µM]	9%	3%	-23%[46.1 µM]	-7%	-38%[inhibitor]
Cc1cc(/C=C(/C#N)C(=O)O)c(C)n1CCC(C)C	8%	1.3%	3%	u	0%	-15%	-4%	-13%
O=C(NCc1ccccc1)c1cc(-c2cccs2)on1	-9%	0.0%	6%[38.3 µM]	-4%	-2%	u	i	6%

# Carrying on:
molecule	RGS12 GoLoco inh	Epigenetic derep	IMPase Li inh	JMJD2E inh	KinaseGlo FLuc	NPSR antagonist	RECQ1 helicase	SMN2 splice enh
CON(C)c1nc(OCCNC(=O)OCc2ccc(Cl)cc2C)nc(N(C)C)n1	-2%	-1.2%	3%	1%	6%	-13%[46.1 µM]	-7%	-38%[inhibitor]
COCCNC(=O)NC(=O)CN1CCN(C(c2ccccc2)c2ccccc2)CC1	-4%	0.0%	28%	2%	-1%	-7%	11%	8%
CN(C)/C=N/C(=S)Nc1ccccc1F	2%	-1.1%	-2%[38.3 µM]	-2%	-3%	8%[46.1 µM]	-4%	7%
COc1cc(C2C(C(=O)OCCC#N)=C(C)NC3=C2S(=O)(=O)c2ccccc23)cc(OC)c1OC (stereo not given)	5%	-1.4%	-3%[38.3 µM]	-2%	-1%	-6%[46.1 µM]	-2%	5%
CCOC(=O)c1cc2n(n1)C(C(F)(F)C(F)(F)F)CC(C)N2 (stereo not given)	4%	-3.2%	-1%[38.3 µM]	6%	4%	-11%[46.1 µM]	-1%	10%
O=C1ON=C(c2cccc([N+](=O)[O-])c2)/C1=C/c1ccc(O)cc1	3%	-5.3%	21%	0%	0%	10µM*	-3%	-10%
C=CCOC(=O)C1=C(C)NC(SCC(N)=O)=C(C#N)C1c1cccs1 (stereo not given)	8%	-6.9%	-3%	u	-1%	-4%	-6%	-6%
Cc1cc(NC(=O)CN2C(=O)S/C(=C\c3ccccc3)C2=O)no1	-7%	0.0%	-2%	5%	0%	10%	1%	-1%
O=C(CCS(=O)(=O)Cc1ccc(Cl)cc1)NCCCN1CCN(c2ccccc2F)CC1	4%	-4.6%	4%[38.3 µM]	-5%	7%	9%[46.1 µM]	7%	-65%[inhibitor]
N=c1nc(N)nc2n1NC(c1ccc(F)cc1)=CS2	4%	-4.5%	8%[38.3 µM]	-4%	0%	-12%[46.1 µM]	-5%	20%
CC1(C)C(=O)C2(C(=O)NCc3ccccc3)CCC1C2 (stereo not given)	5%	-1.0%	-5%[38.3 µM]	6%	4%	-17%[46.1 µM]	i	43%
Cc1ccccc1NC(=O)c1cccc(C(F)(F)F)c1	11%	0.1%	3%	5%	-2%	5%	-1%	4%

# (listing goes on)
molecule	RGS12 GoLoco inh	Epigenetic derep	IMPase Li inh	JMJD2E inh	KinaseGlo FLuc	NPSR antagonist	RECQ1 helicase	SMN2 splice enh
Cn1cnc([N+](=O)[O-])c1Oc1cccc2ccccc12	-4%	u	1%	21%	2%	-10%	5µM*	-5%
CC(=O)N1/C(=C/c2ccc(N(C)C)cc2)C(=O)c2ccccc21	184%[activator]	9.5%	12%	-4%	-17%	-11%	-4%	-38%[inhibitor]
CN(C)C(=O)c1ccc(-c2nc(N(C)Cc3ccco3)c3ccccc3n2)cc1	4%	2.7%	7%	-28%	-12%	x	-12%	21%
NCCCC[C@@H](C(=O)N1CCNCC1)n1cc([C@@H](N)CO)nn1	-4%	-0.8%	-2%	1%	x	-19%	-3%	x
O=C(CN1C(=O)/C(=C\c2cccc(F)c2)Oc2ccccc21)N1CCN(c2ccccn2)CC1	3%	-0.9%	-19%	-4%	-3%	-33%	0%	0%[1.84 µM]
Cc1ccc(C(=O)n2nnc3ccccc32)cc1[N+](=O)[O-]	-7%	-1.0%	4%	-10%	-3%	5%	-2%	4%
CNC[C@H](O)c1ccc(O)c(O)c1	11%&-5%&4%&-4%&9%	-0.2%&1.0%&0.0%&1.6%&-4.1%	-6%&10%&7%&18%&-7%	16µM*	-3%	7%[46.1 µM]	18µM*!	10%&6%&-35%
CCOC(=O)c1sc(=NC(=O)c2ccco2)n(C)c1C	6%	2.3%	2%	u	-4%	-5%	i	14µM*
COC(=O)C1=C(C)NC(C)=C(C(=O)OC)C1c1cn(-c2ccccc2)nc1-c1ccco1	-2%	0.8%	10%[38.3 µM]	u	-5%	-27%[46.1 µM]	-4%	17%
Cc1cc(C)n2[nH]c(=O)c(N=Nc3ccccc3)c2n1	-14%	-2.6%	42%[activator][38.3 µM]	u	-5%	u	i	-1%
CCOC(=O)NC(=S)Nc1c(C)n(C)n(-c2ccccc2)c1=O	9%	-0.3%	2%	10%	0%	24%	-2%	12%
O=C(NCc1cc(Br)cc(Br)c1OC(=O)c1ccccc1[N+](=O)[O-])c1ccccc1	x	-0.9%	x	-12%	x	-20%[46.1 µM]	-9%	x

# Continued:
molecule	RGS12 GoLoco inh	Epigenetic derep	IMPase Li inh	JMJD2E inh	KinaseGlo FLuc	NPSR antagonist	RECQ1 helicase	SMN2 splice enh
CCCCN1C(=O)/C(=C/C=C2\Oc3ccccc3N2CC)SC1=S	120%[activator]	1µM*	18%	-1%	-6%	8%	i	x
Cn1c(N)c(C(=O)COC(=O)c2ccc(S(=O)(=O)N3CCCCC3)cc2)c(=O)n(C)c1=O	-18%	-2.4%	7%	9%	2%	6%	-6%	8%
CCOc1ccc(NC(=O)c2ccc(C#CC(C)(C)O)cc2)cc1	4%	0.0%	9%	-2%	2%	14%[46.1 µM]	1%	-13%
N#Cc1c(Nc2ccccc2)c(C=NCCN2CCOCC2)c[nH]c1=O	3%	2.5%	-4%[38.3 µM]	-23%	-3%	-4%[46.1 µM]	-8%	-6%
CN1CCN(CP(=O)(N2CCOCC2)N2CCOCC2)CC1	-2%	0.0%	8%[38.3 µM]	4%	1%	7%[46.1 µM]	-3%	2%
O=C(NCc1ccc2c(c1)OCO2)C1CCN(c2ncccn2)CC1	-4%	5.2%	-2%[38.3 µM]	u	-1%	17%[46.1 µM]	-1%	-18%
Cc1ccccc1NC(=O)COC(=O)c1c[nH]c(=O)[nH]c1=O	10%	-0.1%	-7%	3%	2%	11%	i	18%
O=C(NCC(=O)N(CC1CCCO1)C(C(=O)NC1CCCC1)c1ccc(F)cc1)c1ccco1 (stereo not given)	2%	1.2%	8%[38.3 µM]	-1%	0%	6%[46.1 µM]	i	13%
Cc1ccc(CNC(=O)C2CCCN(S(=O)(=O)c3cccnc3)C2)cc1 (stereo not given)	-1%	2.1%	-1%[38.3 µM]	-6%	2%	-9%[46.1 µM]	i	-9%
CCOC(=O)C(NC(=O)CC)(Nc1sc(C)c(CC)c1C#N)C(F)(F)F (stereo not given)	5%	1.0%	2%	4%	-1%	3%	5%	-19%
CCOC(=O)c1c(C)c(C(=O)NCc2ccccn2)c(C)n1C	x	-2.3%	x	-20%	x	9%[46.1 µM]	i	x
COc1ccccc1N1CCN(S(=O)(=O)c2ccc3c(c2)n(C)c(=O)n3C)CC1	-8%	-1.2%	10%	-12%	-2%	8%	i	x
CCCCN(CCCC)c1cc(C)nc(-c2ccccc2O)n1	x	-2.1%	x	-4%	x	-9%[46.1 µM]	i	x
O=C(c1ccco1)N1CCN(S(=O)(=O)c2ccc(Br)s2)CC1	-2%	-1.0%	21%[38.3 µM]	-7%	-1%	-7%[46.1 µM]	6%	19%
Cn1cnnc1SCC(=O)NC1CCCCC1	6%	0.7%	-11%	3%	-1%	17%	-19%	17%
